# ELG1 repair inh: inhibitors of ELG1-dependent DNA repair in HEK293T cells; HEK293T ELG1-luciferase reporter, luminescence, 16 h; DNA damage induced by 5-fluorouridine; 2.3% of 330,000 active; Potency, µM (highest dose often 46.1 µM), for inactives: at the top dose activity change, negative = inhibition, usual class: inhibitors; note: potency is the fitted concentration of half-maximal effect; % is set by controls: 0 for no effect and ±100 for the full control effect; nearly all actives have a fitted effect of over 55% in size
#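 HEK293T cells expressing luciferase-tagged ELG1 (2,000/well) received 5-Fluorouridine plus compound or DMSO for 16 hr at 37 °C. Luciferase was read by ONE-Glo luminescence after 30 min at room temperature.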
# TSHR antagonist: blocks TSH signaling through the human TSH receptor. activity change, negative = inhibition, % at 11.5 µM. 0.2% of 330,000 active. TSHR-expressing cells, TSH-stimulated cAMP HTRF, 2 h; active compounds read low. P16473;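 active = activity change below a set negative limit, meaning inhibition stronger than a set level, cut at about -70% in these data; inconclusive = activity change between two set negative limits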; note: % is set by controls: 0 for no effect and ±100 for the full control effect
#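 Antagonism was scored as loss of TSH-driven cAMP in TSHR cells, stimulated with 4nM TSH (EC80) for 2 hours at 37 deg C and detected by homogeneous HTRF competition immunoassay.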
# BCR signal inh: blocks chronic active B-cell receptor signaling; ABC-DLBCL IkBa-CBG/CBR reporter, luminescence ratio, 4 h; Potency, µM (top dose mostly 46.1 µM), without a hit: at the highest dose ratio change, negative = lower green/red ratio, hits mostly inhibitors; 0.05% of 340,000 active; active = well fitted inhibition curve with a large enough effect in the signal ratio, with a control signal flat, not every such curve was filed as active; inconclusive = small, poorly fitted or top-dose-only effect, or effect the other way, or a change in a side signal; the % refers to the signal ratio;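 note: potency is the fitted concentration of half-maximal effect; plate controls were basal doxycycline-induced cells for no effect and cells given 10 µM MG132 for full effect; MG132 reads +100%, hits lower the ratio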
#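 Doxycycline induced both beetle luciferases in TMD8 lymphoma cells; IKK-driven degradation limits the IkappaBalpha-fused green signal, while red luminescence normalises for cell number and nonspecific effects. Compounds tested up to 46 uM, 4 hrs.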
# S-ASM inh: inhibitors of human secretory acid sphingomyelinase. placental ASM, HMU-PC fluorogenic substrate, 60 min. 0.006% of 340,000 active. Potency, µM (titrated, usually from 57.5 µM), without a hit: at the top dose activity change, negative = inhibition, most hits filed as inhibitors; note: potency is the fitted concentration of half-maximal effect
#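 Fluorogenic HMU-PC substrate (9 uM final) is turned over by placental ASM in 60 min at 37 C after a 10 min compound preincubation. Reaction ended by alkaline stop (pH 10), with fluorescence read at 386/447 nm.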
# Integrin act MD: integrin-mediated muscular dystrophy alleviation activation | AID 624291 | alpha7betagal myoblasts, beta-gal FDG fluorescence, 48 h | 0.064% of 350,000 active | Potency, µM (titrated, usually from 38.3 µM), for inactives: at the highest dose activation, actives largely listed as activators;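 note: potency is the fitted concentration of half-maximal effect; 100% = response of the positive control SU9516; nearly all actives have a fitted effect of over 60% in size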
#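 Alpha7betagal+/- myoblasts (passage 13) were plated 16-24 hr, then exposed to compounds (1:260 dilution of DMSO stock) for 48 hours at 37C. After MPER lysis, β-galactosidase reporter activity was read as FDG fluorescence (ex 480/em 540) after 30 minutes.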
# A-T KAP1 phos: potential ataxia-telangiectasia treatment; […] A-T fibroblasts, KAP-1 phosphorylation AlphaLISA; neocarzinostatin DNA damage 30 min before lysis; Potency, µM (titrated, usually from 57.5 µM), for the others: top-dose activation, most hits filed as activators; 0.19% of 320,000 active; AID 485349; note: potency is the fitted concentration of half-maximal effect; % of control where 0% means no effect; nearly all actives have a fitted effect of over 45% in size
#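 ATM-like activity read as KAP-1 phosphorylation via AlphaLISA donor/acceptor antibody pairs after lysis and 6 hr at 25C. Cells were ATM-null patient fibroblasts ([…], hTERT), dosed 60 min, then exposed to the DSB inducer NCS for 30 min.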
# Eya2 inh: Eya2 (human) phosphatase inhibition; recombinant Eya2, OMFP fluorescence dephosphorylation (OMFP is methylfluorescein phosphate); Potency, µM (titrated, usually from 76.9 µM), without a hit: top-dose activity, negative = inhibition, usual class: inhibitors; O00167; AID 488837; 0.006% of 330,000 active; note: potency is the fitted concentration of half-maximal effect; % is set by controls: 0 for no effect and ±100 for the full control effect
#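 Eya2 protein (added as 0.2 uM solution) was preincubated with compound for 10 min at ambient temperature in 50 mM HEPES pH 7.5, 50 mM NaCl, 5 uM MgCl2, 0.05% BSA, 1 mM DTT. OMFP (added at 50 uM) then reacted 10 min; fluorescence read at 485/525 nm.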
# TSG101-PTAP inh: blocks PTAP/TSG101 interaction to inhibit HIV-1 budding | AID 493005 | Potency, µM (titrated, usually from 115 µM), for inactives: at the highest dose activity change, negative = inhibition, actives largely listed as inhibitors | 340,000 tested, under 10 active | Fluorescence polarization, FITC-PTAP peptide / Tsg101 binding; active = well fitted inhibition curve with a large enough effect in the main read-out, with a control signal flat, not every such curve was filed as active; inconclusive = small, poorly fitted or top-dose-only effect, or effect the other way, or a change in a side signal; inactive = no such curve, though single readings can be large or run the other way; note: potency is the fitted concentration of half-maximal effect; % of control where 0% means no effect
# Target sequence (Q99816 whole entry, looked up): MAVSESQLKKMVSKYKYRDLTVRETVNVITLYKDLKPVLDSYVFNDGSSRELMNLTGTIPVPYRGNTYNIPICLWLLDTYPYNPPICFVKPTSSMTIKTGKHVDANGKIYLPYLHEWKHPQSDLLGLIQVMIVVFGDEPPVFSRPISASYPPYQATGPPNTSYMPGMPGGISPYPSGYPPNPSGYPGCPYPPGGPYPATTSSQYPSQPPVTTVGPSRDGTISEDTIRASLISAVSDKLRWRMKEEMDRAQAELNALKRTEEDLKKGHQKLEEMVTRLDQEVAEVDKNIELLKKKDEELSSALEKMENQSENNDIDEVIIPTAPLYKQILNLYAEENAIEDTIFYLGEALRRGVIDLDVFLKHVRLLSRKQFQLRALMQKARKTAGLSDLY
#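 Fluorescence polarization binding of Tsg101 binding domain (10 uM final) to FITC-labeled PTAP peptide (50 nM final) in HEPES pH 7.5 buffer with NaCl, Tween 20, EDTA, TCEP. Compounds added before peptide; binding 20 min at RT.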
# Tb PFK inh: inhibitors of T. brucei phosphofructokinase; O15648; T. brucei PFK, ADP-Glo luminescence; Potency, µM (top dose mostly 57.5 µM), without a hit: at the top dose activity, negative = inhibition, hits mostly inhibitors; 0.17% of 330,000 active; AID 485367;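 note: potency is the fitted concentration of half-maximal effect; 0% = uninhibited 1x PFK enzyme wells and -100% = no-enzyme wells; nearly all actives have a fitted effect of over 60% in size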
# Target sequence (O15648 whole entry, looked up): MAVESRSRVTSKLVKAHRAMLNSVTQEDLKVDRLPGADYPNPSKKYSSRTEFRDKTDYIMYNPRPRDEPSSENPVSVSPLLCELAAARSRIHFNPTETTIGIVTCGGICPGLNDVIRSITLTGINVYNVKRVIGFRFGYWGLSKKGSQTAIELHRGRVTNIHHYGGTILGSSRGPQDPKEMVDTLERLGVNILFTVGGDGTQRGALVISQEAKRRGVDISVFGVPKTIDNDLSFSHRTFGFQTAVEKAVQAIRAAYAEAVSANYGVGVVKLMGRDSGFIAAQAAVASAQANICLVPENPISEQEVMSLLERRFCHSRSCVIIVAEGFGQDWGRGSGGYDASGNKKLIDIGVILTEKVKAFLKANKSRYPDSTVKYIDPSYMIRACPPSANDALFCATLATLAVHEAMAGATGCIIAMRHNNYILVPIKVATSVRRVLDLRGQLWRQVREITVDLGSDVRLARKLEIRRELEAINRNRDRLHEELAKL
#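 1.25 nM PFK with 0.5 mM F6P and 0.1 mM ATP in 0.1 M TEA pH 8.0, 5 mM MgCl2, incubated 45 min at room temperature; ADP measured by ADP-Glo luminescence; compounds titrated up to 57 uM.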
# Mito fusion act: blocks mitochondrial division or promotes mitochondrial fusion. S. cerevisiae fusion-defective mutant growth rescue, CellTiterGlo 48 h. Potency, µM (titrated, usually from 46.1 µM), inactives show at the top dose growth rescue (activation), usual class: activators. 0.23% of 320,000 active. AID 485298;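 note: potency is the fitted concentration of half-maximal effect; % of control where 0% means no effect; nearly all actives have a fitted effect of over 45% in size; temperature-sensitive fusion mutants such as fzo1-1 at 37 °C on non-fermentable ethanol glycerol medium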
#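 Growth-rescue viability read-out: after 48 h at the non-permissive 37C in glycerol/ethanol YPEG, yeast mitochondrial fusion mutants are measured by CellTiterGlo luminescence; compounds (23 nl pinned per well) restoring growth score as division inhibitors or fusion activators.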
# TCR act: T cell receptor activation | primary human leukocytes, anti-CD3, IL-2 HTRF, 48 h | Potency, µM (titrated, usually from 9.22 µM), for inactives: at the highest dose activation of IL-2 secretion, hits mostly activators | 330,000 tested, under 10 active; note: % of control where 0% means no effect
#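 Readout: HTRF IL-2, Eu-cryptate/d2 antibody pair, 320nm excitation, 665nm emission. Stimulus: a-CD3 beads, no co-stimulation. Cells: primary human leukocytes. Exposure: 48 hr with compound.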
# Starred values were filed as active, the others as inactive; i = inactive; ? = inconclusive; / = no result given; [ ] = remark or other dose. Unless noted, calls come from the whole dose curve; as a rule, active = well fitted curve in the direction sought with a large enough effect; inconclusive = small, poorly fitted or top-dose-only effect, or another doubt; inactive = no such curve, though single readings can be large; an effect the other way counts as inactive or inconclusive.
# The line under a structure holds: ELG1 repair inh	TSHR antagonist	BCR signal inh	S-ASM inh	Integrin act MD	A-T KAP1 phos	Eya2 inh	TSG101-PTAP inh	Tb PFK inh	Mito fusion act	TCR act
1: COc1ccc(C(=O)NCCS(=O)(=O)NCc2ccccc2)cc1
  32%	15	4%	/	-16%	3%	-8%	-3%	-1%	-6%	8%
2: Cc1ccc(C(=O)COC(=O)CCCC(=O)Nc2cc(C(F)(F)F)ccc2Cl)cc1C
  -2%	7	2%	-4%	25%	3%	-5%	-2%	0%	0%	4%[46.1 µM]
3: O=C(Nc1sc2c(c1C(=O)c1ccc(Cl)cc1)CCCC2)c1cccnc1
  -17%	-1	9%	?	-26%	-4%	-12%	0%	-5%	?	2%
4: COC(=O)CSc1nc2sccc2c(=O)n1-c1ccccc1
  1%	-6	-23%	3%	?	-1%	-10%	-4%	0%	16%	3%
5: O=C(CSc1nnc(COc2cccc3cccnc23)o1)N1CCCC1
  11%	17	3%	2%	?	0%	10%	-2%	4%	-2%	-7%
6: Cc1nn(-c2ccccc2)c(Cl)c1C(=O)Nc1ccc(N2CCOCC2)cc1
  -11%	1	0%	0%	-12%	1%	-7%	-11%	3%	-4%	-12%
7: COc1cccc(NC(=O)Cc2nc(-c3ccccc3)sc2-c2ccc(C)cc2)c1
  30%	4	-3%	-7%	0%	-4%	0%	-3%	-1%	8%	1%
8: COc1cc(-c2nnc(NC(=O)c3ccc(S(=O)(=O)N4CCOCC4)cc3)o2)cc(OC)c1OC
  25%	-2	-3%	/	/	-1%	-6%	/	0%	-1%	/
9: O=C(Nc1cccnc1)C12CC3CC(CC(C3)C1)C2
  3%	-14	-3%	2%	7%	9%	-2%	0%	4%	0%	-4%
10: CCn1c(=N)c(S(=O)(=O)c2ccccc2)cc2c(=O)n3ccccc3nc21
  12%	4	0%	24%	-7%	4%	-4%	1%	-2%	-1%	-1%
11: Cc1ccc(C(=O)NC(C)c2ccc(-n3ccnc3)cc2)o1 (stereo not drawn)
  6%	3	13%	2%	-2%	-1%	-4%	-2%	-6%	9%	4%
12: CCOC(=O)CNc1c(-c2ccc(O)cc2)nc2ccc(Cl)cn12
  ?	-3	?	55%[activator]	-2%	-6%	12%	-5%	-10%	2%	0%
13: CCOc1nc(-c2ccc(Cl)cc2)nc2ccccc12
  -11%	4	2%	-1%	-3%	9%	7%	-1%	-1%	0%	-4%[46.1 µM]
14: Cc1cc(/C=C2/C(=N)N3C(c4ccccc4)=CSC3=NC2=O)c(C)n1-c1ccccc1
  ?	-4	?	64%[activator]	-24%	-2%	-4%	0%	0%	4%	1%[46.1 µM]
15: Cc1oc(-c2ccccc2Cl)nc1CS(=O)CC(=O)NCc1ccco1 (stereo not drawn)
  9%	-1	-6%	-7%	-4%	-12%	1%	-3%	3%	1%	-2%
16: COc1ccc(NC(=S)NC(=O)c2csnn2)cc1
  9%	-2	?	-3%	-12%	3%	15%	-4%	7%	-14%	1%
17: CC1NC(=O)N(C)C2NC(=O)N(C)C(c3ccccc3)C12 (stereo not drawn)
  10%	-9	-1%	-1%	10%	-6%	9%	-5%	2%	-4%	0%
18: COCCn1c(SCc2nnc(-c3ccccc3)o2)nc2sc3c(c2c1=O)CCC3
  11%	2	-6%	-6%	-15%	11%	10%	0%	3%	3%	1%
19: Clc1ccc(-c2nnnn2-c2ccc(Cl)cc2)cc1
  -31%	-7	-2%	-2%	-22%	-5%	-5%	-1%	-4%	15%	0%
20: COC(=O)C1=C(N)Oc2cc(C)n(Cc3cccnc3)c(=O)c2C1c1cccc(OC)c1OC (stereo not drawn)
  14%	6	-8%	0%	3%	-1%	1%	0%	0%	0%	-3%
21: CC(=O)Nc1ccc(S(=O)(=O)Nc2cccc(-n3cnnn3)c2)cc1
  12%	-6	-12%	1%	-23%	-1%	6%	-3%	2%	1%	-10%
22: CN(C)c1oc(/C=C/c2cccs2)nc1S(=O)(=O)c1ccccc1
  1%	-4	10%	/	-22%	3%	1%	5%	1%	6%	-6%
23: CC(OCCN1CCCC1)(c1ccc(F)cc1)c1ccc(F)cc1
  -13%	4	-6%	-1%	?	-8%	0%	1%	-4%	-7%	-1%[46.1 µM]
24: COc1cc(/C=C2\SC(=S)N(C(C(=O)O)c3ccccc3)C2=O)ccc1O (stereo not drawn)
  8%	1	25%	1%	1%	?	5%	15%	-23%	-2%	-6%
25: COc1ccc(/C=C2\N=C(SC)SC2=O)cc1OC
  -1%	-10	-2%	18%	-16%	-9%	9%	-3%	0%	4%	2%
26: COc1ccc(S(=O)(=O)N(C)C[C@H]2Oc3c(cccc3N(C)C)C(=O)N([C@H](C)CO)C[C@@H]2C)cc1
  -6%	-5	?	4%	6%	-1%	-13%	-1%	0%	/	-6%
27: Cn1c(=O)c2c(nc(Sc3ncccn3)n2Cc2ccccc2Cl)n(C)c1=O
  ?	30	-6%	-2%	-31%	1%	-22%	-5%	-2%	-2%	2%
28: COc1cccc(NC(=O)Cn2cnc3c(oc4nc5c(cc43)CCCC5)c2=O)c1
  ?	0	-5%	-1%	-2%	14%	12%	-2%	2%	1%	-1%
29: O=C(O)c1ccc(Nc2ncc([N+](=O)[O-])cc2[N+](=O)[O-])cc1
  -2%	-4	?	3%	13%	3%	10%	-5%	-5%	1%	1%
30: CC1CCN(C(=O)CN(C2CCCCC2)S(C)(=O)=O)CC1
  ?	15	?	-2%	-2%	-3%	-12%	-3%	-9%	-9%	0%
31: C[N+]1(CCOC(=O)C2(c3ccccc3)CCCC2)CCCCC1
  9%	-3	-3%	5%	14%	5%	5%	1%	-6%	-3%	0%
32: CCSc1nnc(Cn2c(=O)sc3ccccc32)n1-c1ccc(OC)cc1
  -8%	1	0%	2%	-3%	-5%	-15%	-1%	0%	1%	6%[46.1 µM]
33: CC(C)(C)NCCCCOc1ccc(F)cc1
  3%	11	-5%	2%	-48%[inhibitor]	14%	-1%	-8%	-3%	-4%	-4%
34: COc1cc(OC)c(OC)cc1/C=N/Nc1ncnc2c1[nH]c1ccc(C)cc12
  ?	-1	15%	i	1%	-4%	-6%	-2%	-12%	-2%	-4%
35: O=C(CN1CCN(c2ccc(F)cc2)CC1)NCc1ccc(F)cc1
  -1%	4	0%	3%	-14%	13%	5%	-7%	4%	4%	0%
36: O=C(C(NS(=O)(=O)c1cccc2nsnc12)c1ccccc1)N1CCN(c2ccccn2)CC1 (stereo not drawn)
  -15%	-16	7%	2%	11%	-2%	8%	3%	1%	8%	-25%

# Reprinted at random: four records from the list.
# The line under a structure holds: ELG1 repair inh	TSHR antagonist	BCR signal inh	S-ASM inh	Integrin act MD	A-T KAP1 phos	Eya2 inh	TSG101-PTAP inh	Tb PFK inh	Mito fusion act	TCR act
35: O=C(CN1CCN(c2ccc(F)cc2)CC1)NCc1ccc(F)cc1
  -1%	4	0%	3%	-14%	13%	5%	-7%	4%	4%	0%
32: CCSc1nnc(Cn2c(=O)sc3ccccc32)n1-c1ccc(OC)cc1
  -8%	1	0%	2%	-3%	-5%	-15%	-1%	0%	1%	6%[46.1 µM]
33: CC(C)(C)NCCCCOc1ccc(F)cc1
  3%	11	-5%	2%	-48%[inhibitor]	14%	-1%	-8%	-3%	-4%	-4%
36: O=C(C(NS(=O)(=O)c1cccc2nsnc12)c1ccccc1)N1CCN(c2ccccn2)CC1 (stereo not drawn)
  -15%	-16	7%	2%	11%	-2%	8%	3%	1%	8%	-25%

# Screening data deposited in PubChem BioAssay by National Center for Advancing Translational Sciences (NCATS).
